TDP1 inh = blocks human tyrosyl-DNA phosphodiesterase 1; 0.28% of 350,000 active; recombinant TDP1, AlphaScreen DNA substrate cleavage; Q9NUW8; Potency, µM (titrated, usually from 130 µM), without a hit: at the top dose activity change, negative = inhibition, actives largely listed as inhibitors; further: nearly all actives have a fitted effect of over 40% in size
Target sequence (Q9NUW8 whole entry, looked up): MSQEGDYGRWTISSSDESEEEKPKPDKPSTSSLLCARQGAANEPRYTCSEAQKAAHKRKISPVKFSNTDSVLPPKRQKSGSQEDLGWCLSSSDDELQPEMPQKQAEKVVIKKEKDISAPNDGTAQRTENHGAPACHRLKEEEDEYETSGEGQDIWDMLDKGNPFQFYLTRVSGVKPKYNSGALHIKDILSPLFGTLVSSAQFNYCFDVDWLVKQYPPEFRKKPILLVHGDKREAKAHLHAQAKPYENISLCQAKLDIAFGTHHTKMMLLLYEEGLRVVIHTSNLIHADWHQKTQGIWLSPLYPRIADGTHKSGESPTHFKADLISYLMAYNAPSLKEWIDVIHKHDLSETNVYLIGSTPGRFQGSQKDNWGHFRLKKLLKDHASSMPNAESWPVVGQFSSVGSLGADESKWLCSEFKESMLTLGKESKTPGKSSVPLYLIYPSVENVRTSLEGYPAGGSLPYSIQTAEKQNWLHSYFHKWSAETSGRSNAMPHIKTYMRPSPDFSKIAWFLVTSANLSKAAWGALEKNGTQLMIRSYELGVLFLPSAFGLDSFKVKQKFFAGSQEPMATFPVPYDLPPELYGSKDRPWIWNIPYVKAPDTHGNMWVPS
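Enzyme-compound mixtures sat 15 min at room temperature, followed by a 5 min reaction with 15 nM final substrate and 10 min with AlphaScreen beads. Recombinant human Tdp1 was used at 1 nM final.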
FEN1 inh = inhibitors of human flap endonuclease 1; Recombinant FEN1 flap cleavage, fluorescence, 15 min; Potency, µM (highest dose often 114 µM), inactives show at the highest dose activity change, negative = inhibition, actives largely listed as inhibitors; 0.35% of 390,000 active; AID 588795; further: nearly all actives have a fitted effect of over 65% in size
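Steps: FEN1 (10 nM) dispensed; compound added by pin tool; 15 min at room temperature; substrate added to 50 nM final; reads at 0 min and 15 min; data normalized and fitted (four-parameter Hill).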
N370S GC mod = N370S glucocerebrosidase modulation, Gaucher chaperone candidate; P04062; N370S GC spleen homogenate, 4MU-glucoside fluorescence; Potency, µM (doses to about 59.4 µM), inactives show at the top dose activity change, negative = inhibition, most hits filed as inhibitors; 0.092% of 330,000 active;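 further: 0% = full enzyme activity and -100% = no enzyme basal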
An asterisk follows results filed as active; x = no result given; [ ] = remark or other dose. The call rests on the fitted dose curve; in most records, active means well fitted curve in the direction sought with a large enough effect; inconclusive means small, poorly fitted or top-dose-only effect, or another doubt; inactive means no such curve, though single readings can be large; an effect the other way counts as inactive or inconclusive. Unless noted, on the % scale 0 is the no-effect control and ±100 the full control effect; potency means the concentration at half of the fitted maximal effect.

1	COc1ccccc1CNC(=O)C1CCN(S(=O)(=O)c2ccc(-n3cnnn3)cc2)CC1
2	CC1=C(C(=O)O)N2C(=O)C(NC(=O)c3nn(C)cc3[N+](=O)[O-])C2SC1 (configuration not stated)
3	CCN(Cc1ccncc1)C(=O)C1CCN(S(=O)(=O)c2cccs2)CC1
4	Cc1c(C(=O)N2CCC(C)CC2)oc2ccc3c(c12)C(O)CC1(CCCCC1)O3 (configuration not stated)
5	COCCCn1c(=O)c2sccc2n(Cc2ccc(C)cc2)c1=O
6	O=C(CSc1ccccc1)Nc1nnc(-c2ccco2)o1
7	CCCCn1c(N)c(N(CC(C)C)C(=O)c2ccc(OCC3CCCO3)cc2)c(=O)[nH]c1=O (configuration not stated)
8	O=C1c2ccccc2C(=O)N1CN(C(=O)COc1ccc(Cl)cc1Cl)c1cccc(F)c1

Compound	1	2	3	4	5	6	7	8
TDP1 inh	18%	-11%	1%	2%	x	x	6%	3%
FEN1 inh	-12%	-6%	2%	0%	-10%	11%	-5%	3%
N370S GC mod	-4%	5%	5%	2%	-3%	-8%	2%	8%

9	CC(C)C(=O)Nc1ncc(Cc2cccc(Cl)c2)s1
10	Cc1cccc(C)c1NC(=O)CN1CCN(C(=O)CN2C(=O)NC3(CCCCC3C)C2=O)CC1 (configuration not stated)
11	CCC(CO)Oc1cc(NCc2cccc(Cl)c2)c2ncn(C(C)C)c2c1 (configuration not stated)
12	Cc1ccc(C(=O)NCCc2ccc(F)cc2)s1
13	COc1cc(CC(=O)OCC(=O)N2CC(C)CC(C)C2)cc(OC)c1OC (configuration not stated)
14	CCCN(C(=O)CCc1nc(-c2ccc(OC)cc2)no1)c1ccccc1F
15	COc1ccc(C2=CSC3=NCCN23)cc1F
16	CCOc1ccc(C2CC(c3c(O)n(C4CCCCC4)c(=O)[nH]c3=O)=Nc3ccccc3S2)cc1 (configuration not stated)

Compound	9	10	11	12	13	14	15	16
TDP1 inh	5%	1%	11%	3%	x	-2%	2%	3%
FEN1 inh	-1%	6%	-10%	-1%	10%	1%	1%	-22%
N370S GC mod	1%	1%	x	-5%	-5%	x	4%	x

Part of the list above in order of length of the SMILES, falling:
16	CCOc1ccc(C2CC(c3c(O)n(C4CCCCC4)c(=O)[nH]c3=O)=Nc3ccccc3S2)cc1 (configuration not stated)
10	Cc1cccc(C)c1NC(=O)CN1CCN(C(=O)CN2C(=O)NC3(CCCCC3C)C2=O)CC1 (configuration not stated)
13	COc1cc(CC(=O)OCC(=O)N2CC(C)CC(C)C2)cc(OC)c1OC (configuration not stated)

Compound	16	10	13
TDP1 inh	3%	1%	x
FEN1 inh	-22%	6%	10%
N370S GC mod	x	1%	-5%

The listing continues:
17	COc1ccc(N2CC(C)(C)C2=O)cc1
18	COC(=O)c1ccc(CN2CCN(C3CCCCC3)C(CCO)C2)cc1 (configuration not stated)
19	CCCc1[nH]nc2c1C(c1cn[nH]c1-c1ccc(F)cc1)C(C#N)=C(N)O2 (configuration not stated)
20	COC(=O)c1cc(O)cc(OC)c1C(=O)c1c(O)cc(C)cc1O
21	Cc1oc2ccc(O)c(CN(C)Cc3ccccc3)c2c1C(=O)Nc1ccccc1
22	CCCN(CCC)CC(O)CN1C(=O)NC(C)(C)C1=O (configuration not stated)
23	COCC(=O)Nc1ccc(N2CCOCC2)c(S(=O)(=O)Nc2ccccc2OC)c1
24	CCC(C)C(NC(=O)c1ccc(Cl)cc1Cl)C(=O)O (configuration not stated)

Compound	17	18	19	20	21	22	23	24
TDP1 inh	3%	0%	8%	x	9%	3%	1%	-3%
FEN1 inh	3%	-11%	-6%	-3%	-17%	12%	2%	8%
N370S GC mod	10%	5%	5%	-16%	x	-20%	x	-9%

25	Cc1ccc(-n2nc(C)c3c(-c4cccs4)c(C#N)c(N)nc32)cc1
26	N#Cc1cc(C(=O)c2cc(Cl)ccc2O)cn(-c2ccccc2)c1=O
27	O=S(=O)(NCCCN1CCOCC1)c1ccc(F)c(Cl)c1
28	COC(=O)c1ccc(CNC(=O)C2CCC(=O)N(C3CCCCCC3)C2)cc1 (configuration not stated)
29	O=C(Nc1cccc(Cl)c1)Nc1cccc(C(=O)O)c1
30	CCc1ccc(CN(C(=O)c2cc(=O)c3ccc(C)cc3o2)C2CCS(=O)(=O)C2)cc1 (configuration not stated)
31	Cn1c(=O)c2c(nc(NCc3cccnc3)n2Cc2ccc(Cl)cc2)n(C)c1=O
32	COc1ccccc1N(CC(O)CN1CCC(C)CC1)S(=O)(=O)c1ccccc1 (configuration not stated)

Compound	25	26	27	28	29	30	31	32
TDP1 inh	-4%	3%	3%	3%	x	-6%	7%	x
FEN1 inh	-18%	-3%	18%	-11%	-2%	-13%	-13%	-1%
N370S GC mod	13%	-8%	x	-5%	-25%	x	0%	-6%

33	Cc1noc(-c2ccccc2OCC(=O)Nc2ccccc2[N+](=O)[O-])n1
34	O=C(CS(=O)CC(=O)N(CC(=O)NC1CCCC1)C1CCCCC1)Nc1ccc(F)cc1 (configuration not stated)
35	O=C(C1CC1)N1CCc2cc(Br)cc(S(=O)(=O)NCc3ccc4c(c3)OCO4)c21
36	O=C(N/N=C/c1ccc(Cl)cc1)Nc1ccccc1
37	Cc1ccccc1NC(=O)C1CC(=O)OC12CCOC(C)(C)C2 (configuration not stated)
38	O=C(Cc1ccc(-c2ccccc2)cc1)NCCS(=O)(=O)N1CCN(c2cccc(Cl)c2)CC1
39	CCOc1ccc(-n2ccc(=O)c(C(=O)O)n2)cc1
40	CC(=O)Oc1ccc2oc(=O)c3c(c2c1)CCCN3C(=O)CN1CCOCC1

Compound	33	34	35	36	37	38	39	40
TDP1 inh	14%	2%	4%	0%	3%	-1%	x	6%
FEN1 inh	13%	-1%	-2%	-2%	-5%	-28%	-10%	-4%
N370S GC mod	x	1%	12%	18%	2%	x	-8%	-2%

Two entries picked at random from the list so far:
36	O=C(N/N=C/c1ccc(Cl)cc1)Nc1ccccc1
38	O=C(Cc1ccc(-c2ccccc2)cc1)NCCS(=O)(=O)N1CCN(c2cccc(Cl)c2)CC1

Compound	36	38
TDP1 inh	0%	-1%
FEN1 inh	-2%	-28%
N370S GC mod	18%	x

More compounds follow:
41	O=C1c2ccccc2[C@@H]2C[C@@H](O)[C@H](Nc3cccc(C(F)(F)F)c3)CCN12
42	CCOC(=O)C1=C(C)C2C3C(=O)N(c4ccc(C)cc4C)C(=O)C3C1(C)C1C(=O)N(c3ccc(C)cc3C)C(=O)C21 (configuration not stated)
43	Cc1cccc(N(C)c2ncnc3onc(-c4ccc(F)cc4)c23)c1C
44	COc1ccc(C(=O)CCC(=O)NCCc2c[nH]c3ccccc23)cc1OC
45	CC(C)c1ccc(N(CC(=O)Nc2ccc(S(=O)(=O)N3CCOCC3)cc2)S(C)(=O)=O)cc1
46	Cc1c(/C=C(\C#N)C(=O)Nc2cccc(Cl)c2)c2ccccc2n1Cc1ccccc1Cl
47	Cc1cc(C)cc(NC(=O)CSc2nnc(CNC(=O)c3ccco3)n2C)c1
48	O=C(Nc1ccc2c(c1)CCC2)C1CCN(c2c3c(nc4ncnn24)CCC3)CC1

Compound	41	42	43	44	45	46	47	48
TDP1 inh	-2%[56.1 µM]	3%	x	-6%	5%	-1%[12.3 µM]	1%	-2%
FEN1 inh	11%	8%	-19%	-11%	7%	2%	-1%	-9%
N370S GC mod	x	-8%	-1%	-1%	-13%	x	x	6%

49	CCOc1ccc(-c2nc(Cn3ccn4nc(-c5ccc(OCC)c(Cl)c5)cc4c3=O)c(C)o2)cc1
50	CCC(C)Sc1nc2c(c(=O)[nH]1)C(c1cccs1)C1=C(CCCC1=O)N2 (configuration not stated)
51	CCOc1ccc(C(C)=O)cc1CSC(=N)N
52	O=C(Nc1ccccc1-c1ccccc1)c1cc(C(F)(F)F)cc(C(F)(F)F)c1
53	COc1ccc(S(=O)(=O)N2CCOCC2)cc1NC(=O)CN1CCCC1
54	COc1ccc(-c2ccc(C(C)=O)cc2)cc1[C@H]1[C@H]2C=CC[C@@H](C)[C@@H]2C(=O)N1Cc1ccccc1
55	CN(c1ccccc1)S(=O)(=O)c1cc(C(=O)c2nccn2C)ccc1Cl
56	CC(=O)Nc1cccc(NC(=O)c2c(-c3ccccc3)noc2C)c1

Compound	49	50	51	52	53	54	55	56
TDP1 inh	3%	-1%	0%	-4%	6%	5%	2%	-5%
FEN1 inh	-1%	3%	2%	5%	-4%	-2%	-17%	9%
N370S GC mod	x	-3%	-11%	5%	-7%	11%	4%	-2%

57	COc1ccc(Cc2nnc(NC(=O)C3CCN(C(=O)c4ccco4)CC3)s2)cc1
58	Cc1ccc(Cl)cc1NC(=O)CSc1nc2ccccc2c2nc(-c3ccccc3)nn12
59	Cn1nc(C(=O)Nc2ccc(S(=O)(=O)N3CCOCC3)cc2)c2ccccc2c1=O
60	Nc1c(-c2cccc(Cl)c2)cnn1-c1cccc(C(F)(F)F)c1
61	COc1ccc(N(C(=O)c2snc(C(N)=O)c2N)C(C(=O)NC2CCCC2)c2ccc(C)o2)c(OC)c1 (configuration not stated)
62	O=c1oc2ccccc2c(N2CCOCC2)c1[N+](=O)[O-]
63	CC(=O)Nc1ccc(NC(=O)Nc2cccc(Cl)c2)cc1
64	Cc1cc(C)cc(N(C(C)C(=O)N2CCOCC2)S(C)(=O)=O)c1 (configuration not stated)

Compound	57	58	59	60	61	62	63	64
TDP1 inh	0%	1%	3%	2%	-5%	-5%	x	-3%
FEN1 inh	0%	16%	11%	-24%	-13%	-12%	-8%	0%
N370S GC mod	8%	x	-2%	6%	14%	8%	6%	7%

65	CCN(CC)S(=O)(=O)c1ccc(C(=O)NC(=S)N(CCO)Cc2ccccc2)cc1
66	O=C(CSc1cccc[n+]1[O-])Nc1ccccc1Oc1ccccc1
67	CCC(C(=O)Nc1cnccn1)c1ccccc1 (configuration not stated)
68	Cc1nnc(NC(=O)CSc2nnc(Cc3cccn3C)n2-c2cccc(C)c2C)s1
69	Cn1cc(-c2cc(C(=O)O)on2)cn1
70	CCOC(=O)c1ccc(NC(=O)CC2C(=O)N(c3cccc(OC)c3)C(=O)N2Cc2ccc(OC)cc2)cc1 (configuration not stated)
71	O=S(=O)(Nc1cccc(-c2ccc(N3CCCC3)nn2)c1)c1cc(F)ccc1F
72	CCOc1ccccc1NC1c2ccccc2C(=O)N1Cc1ccco1 (configuration not stated)
73	O=C(Nc1ccccc1)c1nc[nH]c1C(=O)N1CCN(c2ccccc2)CC1
74	COC(=O)c1cc(S(=O)(=O)Nc2nn(C)c3ccccc23)oc1C
75	COCCn1c(C)cc(C(=O)CSc2ccc3ccccc3n2)c1C

Compound	65	66	67	68	69	70	71	72	73	74	75
TDP1 inh	x	0%	7%	8%	-1%	6%	-1%	7%	0%	3%	7%
FEN1 inh	-12%	-1%	2%	x	16%	9%	-7%	-14%	-13%	9%	-19%
N370S GC mod	-9%	17%	9%	-4%	-5%	x	x	17%	x	3%	16%

Some entries already given with just FEN1 inh:
| # | Structure | FEN1 inh |
| --- | --- | --- |
| 40 | CC(=O)Oc1ccc2oc(=O)c3c(c2c1)CCCN3C(=O)CN1CCOCC1 | -4% |
| 36 | O=C(N/N=C/c1ccc(Cl)cc1)Nc1ccccc1 | -2% |
| 64 | Cc1cc(C)cc(N(C(C)C(=O)N2CCOCC2)S(C)(=O)=O)c1 (configuration not stated) | 0% |

High-throughput results (PubChem)
